ARNT-TACC3 inh = disrupts binding between human ARNT and TACC3; Q9Y6A5; AlphaScreen His-ARNT PAS-B/GST-TACC3 binding, luminescence; TACC3 fragment carries E629A point mutation; inhibition, % at 9.99 µM; actives 0.66% (n = 390,000); AID 623870;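 active = mean inhibition of replicates at least 50% and at least half of replicates each reaching 50%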;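 note: 0% = complete ARNT plus TACC3 wells and 100% = ARNT alone without TACC3; many hits fall short of the cut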
RAD54 branch = RAD54 (human) branch migration inhibition; RAD54 Holliday junction branch migration, FAM/BHQ fluorescence; inhibition, % at 10.4 µM; actives 0.14% (n = 360,000); AID 602329;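 active = mean normalized replicate activity at least 40 and at least half of replicates scoring 40 or more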;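 note: 0% = median of neutral control wells and 100% = median of positive control wells; inhibitors cause a drop in the FAM fluorescence signal; in these data hits start at about 50%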
RAD52 anneal inh = inhibitors of human RAD52 DNA annealing; P43351; recombinant RAD52 DNA annealing, FRET fluorescence; inhibition, % at 18.7 µM; actives 0.46% (n = 360,000); AID 651710;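 active = every replicate showing at least 50% inhibition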
ERp5 block = ERp5 (human) disulfide isomerase inhibition | ERp5 insulin aggregation, absorbance 650 nm, 90 min | inhibition, % at 9.99 µM | actives 0.05% (n = 350,000) | AID 651711;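 active = mean replicate inhibition above about 25%, with every replicate also reaching it, limit read from the data, passing the limit was not always enough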
esBAF inh = SWI/SNF esBAF complex inhibition; mouse ES cells, Bmi1-luciferase knock-in reporter, 24 h; 100% = twice the neutral-well signal; reporter increase, % at 12.5 µM; actives 2% (n = 350,000); in the data active = activation above about 40%;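 note: 0% = median of the plate's neutral control wells and 100% = double that signal; a rise in the Bmi1 reporter signal indicates esBAF inhibition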
PglD DTNB = PglD (C. jejuni) enzyme inhibition; purified PglD enzyme, DTNB colorimetric CoA detection; inhibition, % at 12.5 µM; actives 0.098% (n = 360,000); AID 602405; in the data active = inhibition above about 16%, passing the limit was not always enough; note: strong numbers were not always called active
E-sel inducer = induces E-selectin expression in human endothelial cells; P16581; HUVEC E-selectin immunofluorescence imaging; normalized: neutral wells 0, TNF-alpha wells 100; activation, % at 7.58 µM; actives 0.37% (n = 260,000);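 active = mean E-selectin-positive cell signal at least 10% of the positive control, reached in at least 60% of replicates, without over 20% cell loss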;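 note: in these data hits start at about 27%; measured in HUVEC primary endothelial cells; signal is the percent of cells scored E-selectin positive by PE staining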
Target sequence (P16581 whole entry, looked up): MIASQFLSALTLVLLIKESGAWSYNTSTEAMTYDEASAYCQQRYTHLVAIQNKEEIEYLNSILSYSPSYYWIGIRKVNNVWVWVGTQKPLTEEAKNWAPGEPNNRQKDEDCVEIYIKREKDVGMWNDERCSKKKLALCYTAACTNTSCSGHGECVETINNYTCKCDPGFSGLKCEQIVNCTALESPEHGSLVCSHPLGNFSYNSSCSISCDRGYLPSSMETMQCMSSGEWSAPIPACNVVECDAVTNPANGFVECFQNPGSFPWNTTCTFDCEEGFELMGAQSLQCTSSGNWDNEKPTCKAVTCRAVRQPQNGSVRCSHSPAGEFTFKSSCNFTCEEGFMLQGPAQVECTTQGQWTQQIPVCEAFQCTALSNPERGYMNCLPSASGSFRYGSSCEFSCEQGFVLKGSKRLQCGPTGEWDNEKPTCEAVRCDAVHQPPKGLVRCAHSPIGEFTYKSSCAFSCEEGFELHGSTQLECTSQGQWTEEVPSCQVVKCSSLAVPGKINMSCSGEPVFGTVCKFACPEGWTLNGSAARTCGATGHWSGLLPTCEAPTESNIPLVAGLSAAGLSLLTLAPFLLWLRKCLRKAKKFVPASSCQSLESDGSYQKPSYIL
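Test system – human umbilical vein endothelial cells (HUVEC), E-selectin induction · Input – 3,000 HUVEC seeded per well · Buffer or medium – EGM-2, gelatin · Compound dosing – single-point compound dose · Detection – immunofluorescence imaging · Measure – percent E-selectin-positive cells · Controls – TNF-alpha high, DMSO low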
Casp6 inh = caspase-6 (human) enzyme inhibition; P55212; purified caspase-6, Z-VEID-R110 cleavage fluorescence; inhibition, % at 12.5 µM; actives 0.53% (n = 350,000);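 active = mean inhibition across replicates at least about 35%, with every replicate also reaching that limit, limit read from the data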;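 note: 0% = median of neutral control wells and 100% = no fluorescence left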
Target sequence (P55212 24-179 limits assumed): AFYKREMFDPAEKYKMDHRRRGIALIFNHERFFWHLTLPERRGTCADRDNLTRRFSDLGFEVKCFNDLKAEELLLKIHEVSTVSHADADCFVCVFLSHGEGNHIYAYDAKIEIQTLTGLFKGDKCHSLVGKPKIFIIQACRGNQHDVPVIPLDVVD
Target sequence (P55212 194-293 limits assumed): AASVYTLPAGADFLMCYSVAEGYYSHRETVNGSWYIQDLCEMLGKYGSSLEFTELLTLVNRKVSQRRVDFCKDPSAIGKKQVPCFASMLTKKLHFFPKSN
The depositor's hits bear a star; / = no result given; & = joins results of further samples.

no.	compound	ARNT-TACC3 inh	RAD54 branch	RAD52 anneal inh	ERp5 block
1	Cc1cc(NC(=O)c2ccccc2Oc2ccccc2)no1	-7	-4	/	/
2	O=C1c2ccccc2C(Nc2ccc(S(=O)(=O)N3CCCCCC3)cc2)N1Cc1ccco1 (centres undefined)	-4	-11	-18	-7
3	CC(C)CCNc1ncnc2c1cnn2Cc1ccccc1Cl	-33	-13	-3	7
4	COc1ccc(NC(=O)N(C)C[C@H]2Oc3cc(C#CCC(C)C)ccc3S(=O)(=O)N([C@H](C)CO)C[C@@H]2C)cc1	-3	-11	-3	1
5	COCCN1Cc2cccc(C(=O)NCc3ccc4c(c3)OCO4)c2C1=O	-7	/	-11	1
6	COCCCNC(=O)c1ccc(CS(=O)(=O)c2ccccc2C)o1	-8	-1	-10	1
7	Cc1ccc(S(=O)(=O)N(C)C[C@@H]2Oc3c(NC(=O)C4CCCCC4)cccc3C(=O)N([C@@H](C)CO)C[C@@H]2C)cc1	-8	0	5	-2
8	C[C@H]1CN([C@@H](C)CO)C(=O)c2cc(NS(=O)(=O)c3ccc(F)cc3)ccc2O[C@@H]1CN(C)S(=O)(=O)c1cccs1	2	7	0	0

no.	esBAF inh	PglD DTNB	E-sel inducer	Casp6 inh
1	-7	5	/	/
2	2	-1	-0.4	4
3	2	4	0.2	2
4	5	16	0.5	-1
5	/	/	/	8
6	-1	7	0.0	0
7	3	5	/	-1
8	0	-3	-1.6	-1

Carrying on:
no.	compound	ARNT-TACC3 inh	RAD54 branch	RAD52 anneal inh	ERp5 block
9	Cc1ccc(S(=O)(=O)N[C@@H]2CC[C@H](CC(=O)O)O[C@@H]2CO)cc1	20	-1	6	1
10	O=C(NCc1ccccc1)c1cc(C2COCCN2S(=O)(=O)c2cccs2)on1 (centres undefined)	/	7	-3	3
11	COc1ccc2c3c(n(C)c2c1)[C@H](CO)N(C(=O)c1cnccn1)CC31CCN(C(=O)c2cnccn2)CC1	/	/	-4	-4
12	CN(c1cc(=O)n2ccccc2n1)C1CCCCC1	0	-2	/	/
13	Cn1c(=O)cc(NCc2ccccc2)[nH]c1=O	-3	-10	/	/
14	CCCCCNC(=O)C(CCc1ccccc1)n1c(=O)c(-c2cc3ccccc3[nH]2)nc2ccccc21 (centres undefined)	/	/	-13	-6
15	C[C@@H]1CN([C@@H](C)CO)C(=O)c2cccc(NC(=O)c3ccncc3)c2O[C@@H]1CN(C)C(=O)Nc1ccccc1	1	12	-1	2
16	COc1cccc(NC(=O)N[C@@H]2C=C[C@@H](CC(=O)Nc3ccc(-c4ccccc4)cc3)O[C@H]2CO)c1	-4	2	-9	3

no.	esBAF inh	PglD DTNB	E-sel inducer	Casp6 inh
9	-3	0	0.0	0
10	2	-4	-0.1	-2
11	/	/	-0.1	7
12	17	-2	/	/
13	0	-1	/	/
14	/	/	3.4	-1
15	-3	7	-0.3	1
16	7	1	0.9	0

Carrying on:
no.	compound	ARNT-TACC3 inh	RAD54 branch	RAD52 anneal inh	ERp5 block
17	CCn1cc(/C=C/C(=O)Nc2ccn(Cc3c(F)c(F)cc(F)c3F)n2)cn1	5	/	-21	-2
18	O=C(Nc1ccc(-c2n[nH]c(=S)o2)cc1)c1ccccc1Cl	-3	-6	-3	3
19	C=CCN1C(=O)c2n[nH]c(COC)c2C1c1ccc(Br)cc1 (centres undefined)	/	/	-3	2
20	CC(=O)N=C1SC2CS(=O)(=O)CC2N1Cc1ccc(C)cc1 (centres undefined)	/	8	-30	-9
21	COc1cccc(C(=O)CC(C(=O)O)c2ccc(F)cc2)c1 (centres undefined)	/	-3	-6	-2
22	Nc1c(S(=O)(=O)c2ccccc2)c2nc3ccccc3nc2n1CCN1CCOCC1	0	/	-19	-6
23	Cc1noc(/C=C/c2cccs2)c1S(=O)(=O)N1CCC(C(=O)NCCCN2CCC(C)CC2)CC1	/	/	13	8
24	CCOC(=O)c1c(C)nn(-c2ccc(NC(=O)c3c(C)noc3C)cc2)c1C	-5	-2	-48	1

no.	esBAF inh	PglD DTNB	E-sel inducer	Casp6 inh
17	/	/	/	1
18	10	0	/	21
19	/	/	0.2	-2
20	/	-4	/	2
21	-7	-8	/	0
22	-6	/	-8.8	-1
23	/	/	3.2	-9
24	-31	-9	0.0	0

(further entries)
no.	compound	ARNT-TACC3 inh	RAD54 branch	RAD52 anneal inh	ERp5 block
25	CCOC(=O)NC(=O)c1cn(N(C)c2ncc(C(F)(F)F)cc2Cl)c(=O)[nH]c1=O	-12	/	-3	-4
26	CCc1c(-c2ccccc2F)ncn1Cc1cccc(-c2ccccc2)c1	/	/	-17	-6
27	CCN(CC)S(=O)(=O)c1ccc(OC)c(NC(=O)c2cc(=O)[nH]c3ccccc23)c1	-7	/	-10	-4
28	COc1cccc(-c2cnc3c(c2)C(=O)N([C@H](C)CO)C[C@@H](C)[C@H](CN(C)Cc2ccc(F)cc2)O3)c1	2	8	-5	-4
29	C[C@H]1CCCCO[C@H](CN(C)Cc2ccc(C(=O)O)cc2)[C@@H](C)CN([C@@H](C)CO)C(=O)c2cc(NC(=O)NC3CCCCC3)ccc2O1	-1	-4	10	-2
30	COc1ccc(CCNC(=O)CSc2nc3c(sc(=S)n3-c3ccccc3)c(=O)[nH]2)cc1OC	/	-2	-17	-7
31	O=C(COC(=O)Cc1ccccc1F)Nc1cc(S(=O)(=O)N2CCOCC2)ccc1N1CCCC1	-13	/	-10	-14
32	C[C@@H]1CN([C@@H](C)CO)C(=O)Cc2cc(NC(=O)Nc3ccc4c(c3)OCO4)ccc2O[C@H]1CN(C)S(=O)(=O)c1ccc(F)cc1	/	/	33	0

no.	esBAF inh	PglD DTNB	E-sel inducer	Casp6 inh
25	/	/	0.0	0
26	/	/	0.6	-3
27	/	/	/	2
28	2	0	-0.2	-1
29	-3	0	0.0	0
30	2	0	-0.3	-1
31	/	/	-0.1	-1
32	-1	/	-29	3

Further compounds follow:
no.	compound	ARNT-TACC3 inh	RAD54 branch	RAD52 anneal inh	ERp5 block
33	COc1cccc(O)c1CN1CCC(C(=O)Nc2ccc(Oc3cccnc3)cc2)CC1	-11	-6	0	-1
34	Cc1cc2nc(-c3ccc(F)cc3)c(Cc3ccccc3)n2c(C)c1Br	/	5	-10	5
35	CN(C)/C=C/c1oc2ccc(O)cc2c1[N+](=O)[O-]	6	/	3	5
36	CCCn1c(=O)n(C)c(=O)c2c(SCC(=O)NCC(c3ccccc3)N(C)C)nc(CC(C)C)nc21 (centres undefined)	-2	-3	-13	4
37	Cc1nc(NCc2ccco2)nc2c1C(=O)CC(C)C2 (centres undefined)	-5	7	/	/
38	O=C(O)/C=C/C(=O)NCc1ccccn1	-2	/	-28	-3
39	CCCC#Cc1cnc2c(c1)C(=O)N([C@@H](C)CO)C[C@@H](C)[C@@H](CN(C)Cc1cccnc1)O2	-5	-3	-1	0
40	Cc1cc([N+](=O)[O-])nn1CCCC(=O)Nc1ccc2c(c1)OCO2	-10	11	-7	-7

no.	esBAF inh	PglD DTNB	E-sel inducer	Casp6 inh
33	-12	9	0.1	-4
34	2	-5	0.3	-5
35	/	/	/	21
36	4	2	5.1	-3
37	-5	-11	/	/
38	/	/	/	5
39	-1	-2	0.4	3
40	5	-3	-0.6	1

The last 6 compounds of the section before open the next one.
no.	compound	ARNT-TACC3 inh	RAD54 branch	RAD52 anneal inh	ERp5 block
35	CN(C)/C=C/c1oc2ccc(O)cc2c1[N+](=O)[O-]	6	/	3	5
36	CCCn1c(=O)n(C)c(=O)c2c(SCC(=O)NCC(c3ccccc3)N(C)C)nc(CC(C)C)nc21 (centres undefined)	-2	-3	-13	4
37	Cc1nc(NCc2ccco2)nc2c1C(=O)CC(C)C2 (centres undefined)	-5	7	/	/
38	O=C(O)/C=C/C(=O)NCc1ccccn1	-2	/	-28	-3
39	CCCC#Cc1cnc2c(c1)C(=O)N([C@@H](C)CO)C[C@@H](C)[C@@H](CN(C)Cc1cccnc1)O2	-5	-3	-1	0
40	Cc1cc([N+](=O)[O-])nn1CCCC(=O)Nc1ccc2c(c1)OCO2	-10	11	-7	-7
41	COc1ccc(C(c2nnnn2C2CCCC2)N2CCN(C/C=C/c3ccccc3)CC2)cc1 (centres undefined)	/	6	12	9
42	Nc1nc2ccccc2n1Cc1ccc(Cl)c(Cl)c1	4	3	-49	-4
43	COc1cc(C(=O)OCc2nc3ccsc3c(=O)[nH]2)c([N+](=O)[O-])cc1OC	3	-5	-10	1
44	CO[C@@H]1CN(C)C(=O)c2cc(NC(=O)Nc3ccccc3F)ccc2OC[C@H](C)N(C)C[C@H]1C	-3	9	-4	-1
45	CCOC(=O)NC(=O)/C(C=Nc1ccc(Cl)cc1)=C(\C)O	-16	/	-8	-3
46	Cc1noc(C)c1NC(=O)Nc1ccc2c(c1)C(=O)N([C@@H](C)CO)C[C@H](C)[C@H](CN(C)Cc1ccc(C(F)(F)F)cc1)O2	3	-10	-5	4
47	Cc1noc(C)c1C(=O)N1CCN(S(=O)(=O)c2cccs2)CC1	-2	8	-8	6
48	O=C(Nc1ccccc1)C1=C[C@H](C2CC2)C[C@H](OCCCCO)O1	-3&-6	-1&1	4&-13	0&5

no.	esBAF inh	PglD DTNB	E-sel inducer	Casp6 inh
35	/	/	/	21
36	4	2	5.1	-3
37	-5	-11	/	/
38	/	/	/	5
39	-1	-2	0.4	3
40	5	-3	-0.6	1
41	-1	3	/	-2
42	10	6	/	-4
43	/	-1	0.2	9
44	2	2	0.1	/
45	/	/	0.1	1
46	-1	-12	/	3
47	-9	1	1.0	0
48	35	3&-1	0.1	0&-3

Laid out differently: results already given.
Value order: ARNT-TACC3 inh | RAD54 branch | RAD52 anneal inh | ERp5 block | esBAF inh | PglD DTNB | E-sel inducer | Casp6 inh
(48) O=C(Nc1ccccc1)C1=C[C@H](C2CC2)C[C@H](OCCCCO)O1
→ -3&-6 | -1&1 | 4&-13 | 0&5 | 35 | 3&-1 | 0.1 | 0&-3
(41) COc1ccc(C(c2nnnn2C2CCCC2)N2CCN(C/C=C/c3ccccc3)CC2)cc1 (centres undefined)
→ / | 6 | 12 | 9 | -1 | 3 | / | -2

Following part
no.	compound	ARNT-TACC3 inh	RAD54 branch	RAD52 anneal inh	ERp5 block
49	Cc1c(CCC(=O)NCC(=O)NCC(=O)O)c(=O)oc2cc3oc4c(c3cc12)CCCC4	0	-5	8	2
50	N#CC1=C(SCC(=O)Nc2cccc3cccnc23)NC(=O)C(C#N)C12CCCCC2 (centres undefined)	-5	5	-29	3
51	CC(=O)Nc1nnc(SCC(=O)Nc2nc(C)cs2)s1	-7	-1	-8	4
52	CCOC(=O)C1CCCN(C(=O)c2cc3ccc(OC)cc3[nH]2)C1 (centres undefined)	-9	-3	-12	2
53	COc1ccc(NC(=O)c2nc[nH]c2C(=O)NCC(=O)OC(C)(C)C)cc1	15	2	-5	-4
54	CCOc1ccc(NC(=O)CN(c2cccc(C(F)(F)F)c2)S(C)(=O)=O)cc1	0	-1	/	/
55	CCOC(=O)C1=CCC(c2cccc(Cl)c2)N(S(=O)(=O)c2ccc(C)cc2)C1 (centres undefined)	/	-11	-13	2

no.	esBAF inh	PglD DTNB	E-sel inducer	Casp6 inh
49	-4	4	/	-2
50	1	-1	/	9
51	-2	-15	-0.1	-2
52	7	1	-0.1	-2
53	23	-3	0.1	1
54	-3	-1	/	/
55	13	-1	0.5	1

Screens from PubChem.
